HePTP inhibitor = inhibitors of human HePTP phosphatase, primary screen, biochemical, absorbance, leukemia target | inhibition, % at 20 µM | recombinant HePTP phosphatase activity, OD absorbance | Tyrosine-protein phosphatase non-receptor type 7 (Homo sapiens), P35236 | hit rate 0.64% among 110,000; in the data active = inhibition above about 50%;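 note: plate controls were vehicle for no effect and reference inhibitor for full effect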
Target sequence (P35236 whole entry, looked up): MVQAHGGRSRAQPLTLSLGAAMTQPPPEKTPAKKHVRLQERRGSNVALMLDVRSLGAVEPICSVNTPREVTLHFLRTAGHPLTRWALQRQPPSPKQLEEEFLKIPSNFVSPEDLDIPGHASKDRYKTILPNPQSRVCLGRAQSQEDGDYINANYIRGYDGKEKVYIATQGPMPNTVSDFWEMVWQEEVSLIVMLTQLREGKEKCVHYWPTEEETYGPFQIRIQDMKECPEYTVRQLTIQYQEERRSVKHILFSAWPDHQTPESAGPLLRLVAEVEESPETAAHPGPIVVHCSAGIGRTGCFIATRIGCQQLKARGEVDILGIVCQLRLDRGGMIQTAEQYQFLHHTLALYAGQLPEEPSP
BAP1 inh = inhibitors of BAP1 deubiquitinase, primary screen, biochemical, Ub-AMC fluorescence, kinetic | activity remaining (% of control), % at 20 µM | Ubiquitin carboxyl-terminal hydrolase BAP1 (Homo sapiens), Q92560 | hit rate 0.48% among 72,000 | recombinant BAP1, Ub-AMC hydrolysis fluorescence kinetic; active compounds read low;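 active = activity remaining at or below 50% of control, provided the compound also passes the data quality filters; inactive = the rest, including low values that fail the filters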;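 note: 100% = DMSO wells rate and 0% = substrate alone blank rate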
Target sequence (Q92560 whole entry, looked up): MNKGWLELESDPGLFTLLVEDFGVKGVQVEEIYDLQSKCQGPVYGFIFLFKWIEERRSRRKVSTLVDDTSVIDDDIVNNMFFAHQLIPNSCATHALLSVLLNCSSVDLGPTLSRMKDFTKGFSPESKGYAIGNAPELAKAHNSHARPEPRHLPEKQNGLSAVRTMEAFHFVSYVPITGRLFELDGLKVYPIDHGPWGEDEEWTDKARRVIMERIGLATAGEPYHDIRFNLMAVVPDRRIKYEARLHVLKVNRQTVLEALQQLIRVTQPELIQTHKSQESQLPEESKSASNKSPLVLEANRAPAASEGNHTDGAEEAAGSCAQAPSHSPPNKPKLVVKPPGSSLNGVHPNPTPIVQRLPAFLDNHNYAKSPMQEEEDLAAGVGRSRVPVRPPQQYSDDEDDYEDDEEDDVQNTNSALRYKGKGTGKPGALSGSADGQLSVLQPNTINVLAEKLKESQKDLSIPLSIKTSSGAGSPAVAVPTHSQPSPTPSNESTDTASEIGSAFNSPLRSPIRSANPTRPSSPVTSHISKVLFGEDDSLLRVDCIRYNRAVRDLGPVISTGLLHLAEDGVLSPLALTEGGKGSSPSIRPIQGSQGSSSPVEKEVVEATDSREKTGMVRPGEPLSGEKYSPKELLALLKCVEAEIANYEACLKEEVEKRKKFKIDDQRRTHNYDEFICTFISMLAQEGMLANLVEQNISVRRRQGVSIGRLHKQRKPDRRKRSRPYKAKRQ
* hit, by the source's call.

How did O=C(CSc1nc2ccccc2[nH]1)Nc1cc(Cl)ccc1Cl do in these assays?
HePTP inhibitor: 3

Results for Cc1cc(/C=C2\C(=O)NC(=O)N(c3ccc4c(c3)OCO4)C2=O)c(C)n1-c1ccccc1 ?
HePTP inhibitor: -5

How did Cc1ccccc1OCC(=O)OC(C)CN1CCN(C)CC1 (configuration not stated) do in these assays?
HePTP inhibitor: 4; BAP1 inh: 73

Results for Cc1ccc2nc(NC(=O)C3CC(O)CN3C(=O)OC(C)(C)C)sc2c1 (configuration not stated) ?
HePTP inhibitor: 0

How did NNC(=O)C1CCC(c2ccccc2)CC1 (configuration not stated) do in these assays?
HePTP inhibitor: 2

Results for COC(=O)c1ccc(S(=O)(=O)N2C3CCC2CC(NC(=O)NC2CCCCC2)C3)cc1 (configuration not stated) ?
HePTP inhibitor: 6; BAP1 inh: 96

What do the screens show for `c1ccc(Cn2nnnc2C(c2cccs2)N2CCc3ccccc3C2)cc1` (configuration not stated)?
HePTP inhibitor: 2; BAP1 inh: 71

What do the screens show for `O=C(c1ccc(S(=O)(=O)N2CCOCC2)cc1)N1CCc2ccccc2C1`?
HePTP inhibitor: 14; BAP1 inh: 85

How did O=C(Nc1ccc2ccccc2c1)c1ccc2c(c1)C(=O)N(N1C(=O)c3ccccc3C1=O)C2=O do in these assays?
HePTP inhibitor: 8

What do the screens show for `CC(=O)C12CC3CC(C1)CC(C(C)=O)(C3)C2`?
BAP1 inh: 73

How did CCOC(=O)CNC(=O)c1cc([N+](=O)[O-])ccc1Cl do in these assays?
HePTP inhibitor: -8

Results for O=C(O)CCCC(=O)NCc1ccccn1 ?
HePTP inhibitor: 1; BAP1 inh: 77

Results for CCOc1ccc2ccccc2c1/C=N/N1C(=O)C2C(C1=O)C1C=CC2C12CC2 (configuration not stated) ?
HePTP inhibitor: 5

What do the screens show for `COc1ccc(CSc2ncn[nH]2)cc1`?
HePTP inhibitor: 5

What do the screens show for `C(=C\c1ccccc1)/CSc1nnc(-c2ccc3c(c2)OCO3)n1-c1ccccc1`?
HePTP inhibitor: 6

What do the screens show for `COc1cccc(N2C(=O)NC(=O)/C(=C/c3ccoc3)C2=O)c1`?
HePTP inhibitor: -12

What do the screens show for `COC(=O)c1cccc(S(=O)(=O)N2CCC(C)CC2)c1`?
HePTP inhibitor: -7; BAP1 inh: 96

What do the screens show for `Cn1c(SCC(=O)NCC2CCCO2)nnc1-c1ccc(S(=O)(=O)N2CCCC2)cc1` (configuration not stated)?
HePTP inhibitor: -4; BAP1 inh: 114

How did Oc1cccc(/C=N\N2CCN(c3ccccc3)CC2)c1 do in these assays?
HePTP inhibitor: 1

How did O=C(Cc1ccccc1)NC(NC(=S)Nc1ccccc1Br)C(Cl)(Cl)Cl (configuration not stated) do in these assays?
HePTP inhibitor: -14

Entries above that have an aryl thioether with sulfur outside any ring, in the order listed:
How did O=C(CSc1nc2ccccc2[nH]1)Nc1cc(Cl)ccc1Cl do in these assays?
HePTP inhibitor: 3

What do the screens show for `COc1ccc(CSc2ncn[nH]2)cc1`?
HePTP inhibitor: 5

What do the screens show for `C(=C\c1ccccc1)/CSc1nnc(-c2ccc3c(c2)OCO3)n1-c1ccccc1`?
HePTP inhibitor: 6

What do the screens show for `Cn1c(SCC(=O)NCC2CCCO2)nnc1-c1ccc(S(=O)(=O)N2CCCC2)cc1` (configuration not stated)?
HePTP inhibitor: -4; BAP1 inh: 114

Remaining list, next part.
How did CCOC(=O)Cn1c(=O)oc2cc(Cl)ccc21 do in these assays?
BAP1 inh: 125

How did Cc1cc(F)c(F)cc1C(=O)N1CCN(c2cc(N3CCCCC3)c(F)cc2[N+](=O)[O-])CC1 do in these assays?
HePTP inhibitor: 4

What do the screens show for `COc1cccc2cc(C(=O)Nc3ccc(I)cc3)c(=O)oc12`?
HePTP inhibitor: 0

Results for CC1(C)CC(=O)C(C=NCc2cccnc2)=C(O)C1 ?
HePTP inhibitor: -3; BAP1 inh: 95

What do the screens show for `Cc1cc(/C=C2/SC(=S)NC2=O)c(C)n1-c1ccc(F)cc1`?
HePTP inhibitor: -12

How did Cc1ccc(C(=O)OC(=Cc2nccn2Cc2ccccc2)c2ccc(C)cc2)cc1 do in these assays?
BAP1 inh: 101

Results for Cn1c(SCC(=O)NCc2ccc3c(c2)OCO3)nc2scc(-c3cccs3)c2c1=O ?
HePTP inhibitor: 7; BAP1 inh: 169

Results for CCOC(=O)C1CCN(S(=O)(=O)Cc2ccccc2)CC1 ?
HePTP inhibitor: 6; BAP1 inh: 98

How did O=C1CC(Cc2ccc(Br)cc2)C(=O)N1Cc1ccccc1 (configuration not stated) do in these assays?
HePTP inhibitor: 0

What do the screens show for `CCOC(=O)C(CCCOc1cccc(OC)c1)C(=O)OCC`?
HePTP inhibitor: 4; BAP1 inh: 94

Results for O=C(Nc1ccccc1C(F)(F)F)C1CCCC1 ?
HePTP inhibitor: 12

Results for COc1cc(C2CC(=O)Nc3c2ccc2ccccc32)ccc1O (configuration not stated) ?
HePTP inhibitor: 2

Results for CCOC(=O)c1[nH]c(C)c(CN(CCc2ccccc2)S(C)(=O)=O)c1C ?
HePTP inhibitor: 2; BAP1 inh: 95

How did COc1ccc(-c2ncncc2-c2csc(C)n2)c(O)c1 do in these assays?
HePTP inhibitor: -7; BAP1 inh: 71

How did Cc1cc(C(=O)N2CCN(C(=O)C3CCCO3)CC2)no1 (configuration not stated) do in these assays?
HePTP inhibitor: 6; BAP1 inh: 105

What do the screens show for `COc1ccc(Cl)c(Cn2c(NCc3ccco3)nc3c2c(=O)n(C)c(=O)n3C)c1`?
HePTP inhibitor: -3; BAP1 inh: 77

How did COc1ccc2c(c1)CC(C1(O)C(=O)Nc3ccccc31)C2=O (configuration not stated) do in these assays?
HePTP inhibitor: 2; BAP1 inh: 105

What do the screens show for `CCOC(=O)c1cc2sc(C)cc2n1CC(=O)N1CCc2ccccc21`?
HePTP inhibitor: -5; BAP1 inh: 58

What do the screens show for `COC(=O)c1ccccc1NC(=O)COc1ccc2ccccc2c1`?
HePTP inhibitor: 0

Results for Cc1c(C(=O)OC2CCCCC2)[nH]c2c1C(=O)CC(C)(C)C2 ?
HePTP inhibitor: -4; BAP1 inh: 104

What do the screens show for `CCN1C(=O)/C(=C/c2cc3c(cc2Br)OCO3)SC1=S`?
HePTP inhibitor: 8

How did Cc1ccc(C(=O)NC(=S)Nc2ccc3oc(-c4ccccc4)nc3c2)cc1 do in these assays?
HePTP inhibitor: 2

Results for CSc1nc2ccc(S(=O)(=O)NC3CCCCC3)cc2s1 ?
HePTP inhibitor: 10

How did CC(=O)OC(C(=O)n1nc(C)cc1C)c1ccccc1 (configuration not stated) do in these assays?
HePTP inhibitor: 6; BAP1 inh: 99

Results for c1ccc(-c2cnnc(N3CCCCC3)n2)cc1 ?
HePTP inhibitor: -1

Results for Cc1cccc(N2C(=O)C(Cl)=C(Nc3ccc(F)cc3)C2=O)c1C ?
HePTP inhibitor: 3

What do the screens show for `CC(=O)CCc1ccc(OC(=O)c2cccnc2)cc1`?
HePTP inhibitor: -5

What do the screens show for `Cc1ccc(C(=O)NCc2ccc3c(c2)OCO3)cc1S(=O)(=O)N1CCOCC1`?
HePTP inhibitor: 8; BAP1 inh: 99

How did Cc1ccccc1CS(=O)(=O)Cc1ccc(C(=O)NCc2cccnc2)o1 do in these assays?
HePTP inhibitor: -7; BAP1 inh: 98

What do the screens show for `COC(=O)c1[nH]c2c(c1C)C(=O)CC(c1cc(OC)ccc1OC)C2` (configuration not stated)?
HePTP inhibitor: 6; BAP1 inh: 98

Results for COc1ccc(-c2cc(C(F)(F)F)nc(SCC(=O)NCc3ccco3)n2)cc1OC ?
HePTP inhibitor: 14; BAP1 inh: 135

How did Cc1ccc(C(=O)Nc2cccc([N+](=O)[O-])c2)cc1S(=O)(=O)N1CCCCC1 do in these assays?
BAP1 inh: 55

What do the screens show for `Clc1ccc(OCCCc2nc(-c3cccnc3)no2)c(Cl)c1`?
HePTP inhibitor: 3; BAP1 inh: 81

What do the screens show for `CCCOc1ccc(C(=O)Nc2ccc(I)cc2Cl)cc1`?
HePTP inhibitor: 0

How did C=CCSc1nsc(N)n1 do in these assays?
BAP1 inh: 94

How did CNc1nc(-c2ccc(Cl)cc2)cs1 do in these assays?
HePTP inhibitor: 5

Results for CC1(C)Cc2c(c(N3CCOCC3)nc3sc(C(=O)N4CCCCC4)c(N)c23)CO1 ?
HePTP inhibitor: 1; BAP1 inh: 86

Results for O=C1N/C(=N/N=C/c2ccccc2)SC1Cc1ccc(Cl)cc1Cl (configuration not stated) ?
HePTP inhibitor: 8

Results for O=C(ON1C(=O)CCC1=O)c1cccnc1 ?
HePTP inhibitor: -1

Results for CC(C)COc1ccc(/C(O)=C2/C(=O)C(=O)N(CCN(C)C)C2c2ccncc2)cc1 (configuration not stated) ?
HePTP inhibitor: 1; BAP1 inh: 94

Results for O=C(/C=C/c1ccccc1)Nc1ccccc1I ?
HePTP inhibitor: 9

How did CC(C)(C)NC(=O)CSc1nsc(SCC(=O)NC(C)(C)C)c1C#N do in these assays?
HePTP inhibitor: 2; BAP1 inh: 140

How did CC(CCc1ccccc1)NC(=O)c1nnc(Cc2ccc(F)cc2)o1 (configuration not stated) do in these assays?
HePTP inhibitor: 4; BAP1 inh: 85

How did CC(=O)NC1=NN(C(C)=O)C(c2ccccc2OC(C)=O)S1 (configuration not stated) do in these assays?
HePTP inhibitor: 8

How did COc1cc2nc(C3CCC3)n(NC(=O)C(OC(C)=O)c3ccccc3)c(=O)c2cc1OC (configuration not stated) do in these assays?
HePTP inhibitor: 15; BAP1 inh: 95

What do the screens show for `O=C(NCCN1CCNCC1)C(=O)Nc1ccc(F)cc1`?
HePTP inhibitor: 6

What do the screens show for `CCCCNCCCCOc1ccc(C)cc1`?
HePTP inhibitor: 4

Results for Cn1nnc(C(O)CNCc2cccs2)n1 (configuration not stated) ?
HePTP inhibitor: 12; BAP1 inh: 76

How did CCOc1cc(N2CCOCC2)c(OCC)cc1NC(=O)c1nc2nccc(C)n2n1 do in these assays?
HePTP inhibitor: 7; BAP1 inh: 94

What do the screens show for `CC(=O)Nc1ccc(C(=O)Nc2ccc(Br)cc2)cc1`?
HePTP inhibitor: 6

How did CC1=C(C)CS(=Nc2cccc([N+](=O)[O-])c2)N(S(=O)(=O)c2ccccc2)C1 (configuration not stated) do in these assays?
BAP1 inh: 72

How did Cc1ccccc1-n1c(C)cc(/C=N/NC(=O)c2ccc(CN3CCOCC3)cc2)c1C do in these assays?
HePTP inhibitor: -8

Results for O=C1C(=Cc2ccc(Oc3ccc([N+](=O)[O-])cn3)cc2)C(=O)c2ccccc21 ?
HePTP inhibitor: -2

How did CCOC(=O)c1cc(=O)c2c(F)c(F)c(F)c(F)c2o1 do in these assays?
HePTP inhibitor: 10

Results for COc1ccc(CC(=O)Nc2ccc3c(c2)CCC3)cc1S(=O)(=O)N1CCOCC1 ?
HePTP inhibitor: -1; BAP1 inh: 87

How did O=C(OCc1cccc2ccccc12)c1ccc2c(=O)[nH]c(CN3CCOCC3)nc2c1 do in these assays?
HePTP inhibitor: 4; BAP1 inh: 159

How did O=C(CN1CCOCC1)Nc1ccc(-c2nc3cc(NC(=O)CN4CCOCC4)ccc3o2)cc1 do in these assays?
HePTP inhibitor: 6

Results for C=CCOc1ccc(/C=C2\C(=O)NC(C)=C2C(=O)OC)cc1OC ?
HePTP inhibitor: -13

Results for CC(C)NC(=O)C1CC1(c1ccccc1)c1ccccc1 (configuration not stated) ?
HePTP inhibitor: 3

Results for Nc1nonc1C(=O)OCC(=O)N1CCCCC1 ?
HePTP inhibitor: 4; BAP1 inh: 134

Gathered by group: the compounds so far with a tert-butyl group
Results for Cc1ccc2nc(NC(=O)C3CC(O)CN3C(=O)OC(C)(C)C)sc2c1 (configuration not stated) ?
HePTP inhibitor: 0

How did CC(C)(C)NC(=O)CSc1nsc(SCC(=O)NC(C)(C)C)c1C#N do in these assays?
HePTP inhibitor: 2; BAP1 inh: 140

Next structures.
Results for Cc1cc(C)n(-c2nncn2NC(=O)c2ccc(Cl)cc2O)n1 ?
HePTP inhibitor: 2; BAP1 inh: 109

Results for O=c1[nH]c(=O)n(CCO)c2n[nH]nc12 ?
BAP1 inh: 150

Results for CS(=O)(=O)N1CCC(C(=O)NCCN2CCN(Cc3ccccc3)CC2)CC1 ?
HePTP inhibitor: 1; BAP1 inh: 96

What do the screens show for `COc1ccc(/C=C\C(=O)c2ccc([N+](=O)[O-])cc2)cc1OC`?
HePTP inhibitor: 6

What do the screens show for `CC1CCc2c(sc(NC(=O)c3cccnc3)c2C#N)C1` (configuration not stated)?
HePTP inhibitor: -9

What do the screens show for `O=C(Nc1ccc(NC(=O)c2ccc3ccccc3c2)cc1)c1ccccc1`?
HePTP inhibitor: 1

What do the screens show for `CC1(C)CC(=O)c2cnc(NC(=O)c3ccco3)nc2C1`?
BAP1 inh: 92

Results for CCOC(=O)CNC(=O)Nc1nnc(-c2ccc(OCC)cc2)o1 ?
HePTP inhibitor: -11; BAP1 inh: 105

Results for CCCS(=O)(=O)c1c(S(=O)(=O)CCC)c2c(N)cccn2c1C(=O)c1ccc(OC)cc1 ?
HePTP inhibitor: -13

How did CCC1(C)Cc2ccccc2/C(=C/C(=O)N2CCCCC2)N1 (configuration not stated) do in these assays?
HePTP inhibitor: 3; BAP1 inh: 116

Results for Clc1ccc(Br)cc1-c1nc(-c2ccncc2)no1 ?
HePTP inhibitor: 11; BAP1 inh: 82

Taken from the results shown, 4 compounds:
Results for CCOC(=O)CNC(=O)Nc1nnc(-c2ccc(OCC)cc2)o1 ?
HePTP inhibitor: -11; BAP1 inh: 105

Results for CCCS(=O)(=O)c1c(S(=O)(=O)CCC)c2c(N)cccn2c1C(=O)c1ccc(OC)cc1 ?
HePTP inhibitor: -13

How did CCC1(C)Cc2ccccc2/C(=C/C(=O)N2CCCCC2)N1 (configuration not stated) do in these assays?
HePTP inhibitor: 3; BAP1 inh: 116

Results for Clc1ccc(Br)cc1-c1nc(-c2ccncc2)no1 ?
HePTP inhibitor: 11; BAP1 inh: 82

Screening data as filed in PubChem.
